High-throughput results deposited in PubChem BioAssay by several laboratories.
ASAP1 GAP inh = inhibitors of human ASAP1 ArfGAP activity; 360,000 compounds, 0.19% hits; Q9ULH1; inhibition, % at 16.5 µM; ASAP1-stimulated ARF1 GTP hydrolysis, GDP FP detection; in the data active means inhibition above about 25%;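 further: 0% = vehicle with enzyme and substrate and 100% = no enzyme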
HGIII-sPLA2 inh = Inhibits HGIII-sPLA2 liposome hydrolysis, primary screen | Q9NZ20 | QFRET BODIPY PC-A2 liposome hydrolysis, fluorescence | inhibition, % at 12.2 µM | 370,000 compounds, 0.56% hits | AID 743126;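 active means inhibition above mean plus 3 SD of compounds lying within the high and low control bounds, cut at about 19% in these data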;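 further: 0% = median of test compound wells and 100% = no enzyme DMSO wells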
proKLK7 act = proKLK7 (human) activation, primary screen; purified proKLK7, EDANS-DABCYL substrate fluorescence; 100% is mature enzyme control, 0% vehicle; AID 652039; activation, % at 7 µM; 370,000 compounds, 0.9% hits;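 active means activation above the mean of all tested compounds plus 3 SD, computed per campaign excluding outliers beyond control limits, cut at about 13% in these data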
NR1D1 modulator = Rev-erb alpha (human) modulation; activity, % at 10 µM; Rev-erbα–FITC-DNA binding, fluorescence polarization, 90 min; 370,000 compounds, 0.79% hits;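 active means activity above about 14%, limit read from the data; passing the limit was not always enough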;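 further: 0% = DMSO wells with 35 nM protein and 100% = DMSO wells with 750 nM protein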
Target sequence (P20393 whole entry, looked up): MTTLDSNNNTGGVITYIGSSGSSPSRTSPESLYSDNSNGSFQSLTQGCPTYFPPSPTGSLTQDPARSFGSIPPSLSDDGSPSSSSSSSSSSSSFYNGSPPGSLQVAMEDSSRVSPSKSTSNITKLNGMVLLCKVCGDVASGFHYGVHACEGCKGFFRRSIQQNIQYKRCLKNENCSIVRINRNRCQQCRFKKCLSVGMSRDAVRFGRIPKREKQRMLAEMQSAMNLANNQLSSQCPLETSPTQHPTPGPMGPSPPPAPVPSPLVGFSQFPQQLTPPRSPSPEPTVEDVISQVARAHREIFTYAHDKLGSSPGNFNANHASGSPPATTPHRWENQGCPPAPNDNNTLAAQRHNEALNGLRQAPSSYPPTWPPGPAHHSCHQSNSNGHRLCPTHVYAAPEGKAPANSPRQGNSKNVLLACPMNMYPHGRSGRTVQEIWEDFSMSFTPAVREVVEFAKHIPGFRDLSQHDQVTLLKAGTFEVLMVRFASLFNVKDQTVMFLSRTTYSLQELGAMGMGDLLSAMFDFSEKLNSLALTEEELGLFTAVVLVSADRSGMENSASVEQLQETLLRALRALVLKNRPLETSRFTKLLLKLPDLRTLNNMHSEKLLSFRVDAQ
ARFGAP1 inhibitor = inhibitors of rat ARFGAP1. Q62848. Arfgap1-stimulated ARF1 GTP hydrolysis, GDP FP detection. inhibition, % at 16.5 µM. 360,000 compounds, 0.26% hits;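 active means inhibition above a per-plate limit, mean inhibition of low control wells plus 3 SD, cut at about 25% in these data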;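 further: 0% = DMSO wells with enzyme and 100% = wells lacking Arfgap1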
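system = rat Arfgap1 catalytic domain, aa 1-136 | technique = FP, GDP Alexa 633 tracer displaced from anti-GDP antibody, 620/688 nm | compound = one concentration, 16.5 µM, DMSO 1.26% | medium = HEPES-based buffer, pH 7.5 | timing = compound-enzyme preincubation 20 min, reaction 120 min, detection 60 min, 25 °C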
PLC-gamma1 inh = blocks human PLC-gamma1 enzyme activity; inhibition, % at 12.2 µM; P19174; purified PLC-gamma1, fluorogenic substrate, fluorescence; AID 720700; 370,000 compounds, 0.84% hits; in the data active means inhibition above about 9.5%
Tn6 DDE FP = DD(E)-Tn6 binding inhibition, primary FP screen; P02675; Fibrin DD(E) TRITC-Tn6 fluorescence polarization displacement; inhibition, % at 8.3 µM; 370,000 compounds, 0.21% hits; AID 720509;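 active means inhibition above a per-campaign cutoff: mean of compounds within control limits plus 3 SD, cut at about 15% in these data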;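 further: 0% = median of all compound wells on the plate and 100% = blocking peptide control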
Target sequence (P02675 whole entry, looked up): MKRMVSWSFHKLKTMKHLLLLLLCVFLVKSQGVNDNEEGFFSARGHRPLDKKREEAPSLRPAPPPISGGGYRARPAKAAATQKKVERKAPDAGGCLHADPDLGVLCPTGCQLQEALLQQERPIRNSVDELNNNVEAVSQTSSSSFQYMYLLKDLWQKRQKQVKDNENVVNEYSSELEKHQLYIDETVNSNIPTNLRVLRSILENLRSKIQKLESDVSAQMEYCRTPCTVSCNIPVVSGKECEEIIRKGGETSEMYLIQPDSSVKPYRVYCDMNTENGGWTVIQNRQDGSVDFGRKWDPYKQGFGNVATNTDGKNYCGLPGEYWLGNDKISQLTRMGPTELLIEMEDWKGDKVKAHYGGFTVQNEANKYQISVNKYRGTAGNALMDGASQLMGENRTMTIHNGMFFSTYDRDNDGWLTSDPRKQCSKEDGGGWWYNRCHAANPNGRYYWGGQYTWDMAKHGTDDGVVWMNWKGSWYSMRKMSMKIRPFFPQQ
PLCb3 inh = inhibitors of human phospholipase C beta3; Q01970; Purified PLC-beta3, fluorogenic substrate, fluorescence; inhibition, % at 12.2 µM; 370,000 compounds, 0.18% hits; AID 720704; in the data active means inhibition above about 11%;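 further: 0% = median of compound wells on plate and 100% = full blocker control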
UHRF1 binding = UHRF1 methyl-DNA binding inhibition. inhibition, % at 4.4 µM. UHRF1 binding to methylated oligo, TR-FRET. AID 687016. 370,000 compounds, 0.75% hits; in the data active means inhibition above about 21%;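 further: UHRF1 SRA domain binding a hemimethylated CpG hairpin DNA probe; 0% = median of test compound wells and 100% = reference inhibitor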
Tn7 DDE FP = DD(E)-Tn7 binding inhibition, primary FP screen. inhibition, % at 8.3 µM. FP displacement of FITC-Tn7 peptide from fibrin DD(E); 0% = median of compound wells per plate. AID 720508. P02675. 370,000 compounds, 0.13% hits;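 active means inhibition above the mean of compounds falling within the control limits plus 3 SD of them, cut at about 14% in these data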;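 further: 0% = plate median of compound wells and 100% = 10 µM Aha-Tn7 peptide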
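Also added: labelled Tn7 tracer, 0.1 µM; Assay system: human fibrin DD(E) protein; Amount: 2 µM fibrin DD(E); Schedule: 10 min compound pre-incubation, 3 h probe incubation at room temperature; Repeats: one replicate per compound; Read-out basis: percent inhibition; Measured by: fluorescence polarization of the labelled Tn7 tracer.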
The depositor's hits bear a star; nt = not tested or not shown. This is a random part of the collection; any-hit rate near 4.5%.

SMILES	ASAP1 GAP inh	HGIII-sPLA2 inh	proKLK7 act	NR1D1 modulator	ARFGAP1 inhibitor	PLC-gamma1 inh	Tn6 DDE FP	PLCb3 inh	UHRF1 binding	Tn7 DDE FP
COc1ccc(S(=O)(=O)N2CCC(NC(=O)c3cccnc3)CC2)cc1	-5	1	0.3	1	3	0	0	-7	-1	5
CCNC(=O)C1(C)CCCN(C(=O)c2cc(C)n(C(C)(C)C)n2)C1 (stereo not given)	-11	-6	0.4	3	14	3	1	2	-1	-2
O=C(c1ccc(S(=O)(=O)N2CCCC2)cc1)N(c1ccc(F)cc1)C1C=CS(=O)(=O)C1 (stereo not given)	-10	1	0.4	-1	7	4	-3	-5	-2	0
COc1cc(C(=O)OCC(=O)N2CCCCC2C)ccc1OCc1c(C)noc1C (stereo not given)	-11	1	-0.3	1	20	-3	7	2	-1	10
O=C(Nc1ccc(C(=O)O)cc1)/C(=C\c1ccc2c(c1)OCO2)NC(=O)c1ccc(Br)o1	-12	3	0.1	-6	7	-5	2	-11	3	-11
CC(=O)Nc1ccc(C(=O)Nc2ccc(S(=O)(=O)Nc3nccc(C)n3)cc2)cc1	2	-2	-0.1	0	1	-1	6	4	0	-4
O=C(CCc1ccccc1)N=C1SC2CS(=O)(=O)CC2N1Cc1ccccc1 (stereo not given)	14	3	0.2	-7	7	3	8	-6	-2	-6
CC(=O)Nc1ccc(NC(=O)CSc2ncnc3c2cnn3Cc2ccccc2)cc1	11	-5	0.4	-3	-9	-2	-9	-5	1	2
N/C(=N\c1nc2c(c(=O)[nH]1)CCCC2)Nc1ccc(Oc2ccccc2)cc1	8	4	0.3	0	-3	4	10	7	-1	-2
COc1cccc(CC(=O)Nc2nccs2)c1	0	3	0.1	2	-1	-2	-9	-2	15	-4
CC12CCC3C(CCC4CC(O)CCC43C)C1CC(O)C2 (stereo not given)	9	-1	-0.3	-6	-2	4	-4	2	-1	-8
O=C(COC(=O)c1ccccc1O)NC1CCCc2ccccc21 (stereo not given)	1	-3	1.1	0	-3	0	-6	-5	0	0
Cc1onc(-c2ccccc2)c1-c1csc(COc2ccccc2)n1	-10	-4	0.1	4	-3	-4	-2	-5	-2	-3
CCC(C)C(=O)Nc1nnc(SCC(=O)Nc2ccc(F)cc2)s1 (stereo not given)	5	0	0.0	13	0	5	-11	-5	-2	-4
Cc1cccc(N2C(=O)CC(N3CCC(c4nc5ccccc5[nH]4)CC3)C2=O)c1 (stereo not given)	1	-5	-0.2	-2	4	-1	0	1	0	-12

Pulled one by one from the list above, 4 records:
SMILES	ASAP1 GAP inh	HGIII-sPLA2 inh	proKLK7 act	NR1D1 modulator	ARFGAP1 inhibitor	PLC-gamma1 inh	Tn6 DDE FP	PLCb3 inh	UHRF1 binding	Tn7 DDE FP
CC(=O)Nc1ccc(C(=O)Nc2ccc(S(=O)(=O)Nc3nccc(C)n3)cc2)cc1	2	-2	-0.1	0	1	-1	6	4	0	-4
COc1cccc(CC(=O)Nc2nccs2)c1	0	3	0.1	2	-1	-2	-9	-2	15	-4
CCNC(=O)C1(C)CCCN(C(=O)c2cc(C)n(C(C)(C)C)n2)C1 (stereo not given)	-11	-6	0.4	3	14	3	1	2	-1	-2
N/C(=N\c1nc2c(c(=O)[nH]1)CCCC2)Nc1ccc(Oc2ccccc2)cc1	8	4	0.3	0	-3	4	10	7	-1	-2

Following part:
SMILES	ASAP1 GAP inh	HGIII-sPLA2 inh	proKLK7 act	NR1D1 modulator	ARFGAP1 inhibitor	PLC-gamma1 inh	Tn6 DDE FP	PLCb3 inh	UHRF1 binding	Tn7 DDE FP
COc1ccc(NC(=O)CN2C(=O)NC(C)(c3ccccc3)C2=O)cn1 (stereo not given)	0	2	0.1	6	3	0	-3	-1	-2	6
Nc1nc(-c2ccccc2)nn1S(=O)(=O)c1ccccc1	8	-5	-0.1	0	0	0	0	-2	1	-3
Cc1ccccc1OCC(=O)NCC(=O)N/N=C/c1cccc([N+](=O)[O-])c1	3	-5	-0.4	0	-3	-2	8	3	2	2
FC(F)(F)c1cnc(COc2cc(Cl)cc(Cl)c2)c(Cl)c1	8	-4	-0.5	2	0	-1	2	-6	-2	1
CCN(CC)C(=O)c1ccc(CS(=O)(=O)Cc2ccccc2)cc1	-4	1	0.1	-2	3	-2	-3	-6	2	8
Cc1ccsc1CNC(=O)C1(C)CCCN1CC(C)C (stereo not given)	-4	6	0.4	-1	-14	-2	-11	-1	1	1
CCCn1c2ccccc2c2cnn(CC(=O)NCCCN3C(C)CCCC3C)c(=O)c21 (stereo not given)	-29	7	0.4	2	-6	-1	2	-13	3	8
CC(NS(=O)(=O)c1ccc(Cl)cc1)C(=O)OCC(=O)Nc1ccc(N(C)C)cc1 (stereo not given)	14	1	0.4	-2	1	0	-3	-7	-2	2
NC(=O)C1CCN(C(=O)c2ccc([N+](=O)[O-])cc2NC(=O)c2cccs2)CC1	2	4	0.8	1	3	0	-2	-4	1	-4
CCOC1=C2[C@@H](CN(S(=O)(=O)c3ccc(C)cc3)[C@H]2c2cccc3ccccc23)[C@H]2C(=O)N(Cc3ccccc3)C(=O)[C@H]2C1	17	-36	0.2	-1	5	2	-10	0	0	3
O=C(NCc1ccc(Cl)cc1)C1CCN(S(=O)(=O)c2ccccc2)CC1	-24	-1	-0.1	0	1	6	9	-2	-2	-6
Cc1ccc(CSc2nnc(-c3ccccn3)n2N)cc1	-3	2	0.1	-6	-12	1	0	-5	7	-1
CCN1C(=O)C(O)(CC(=O)c2ccc3c(c2)OCCO3)c2ccccc21 (stereo not given)	-11	1	0.3	-3	-2	1	8	3	1	-4
Cc1cc(C(=O)OCC(=O)NNC(=O)c2cccs2)ccc1[N+](=O)[O-]	14	5	0.1	-3	0	1	-5	-5	-1	4
CC(C)Cc1nn2c(N)c(/C=C3\C=Nc4ccccc43)c(=O)nc2s1	3	-22	0.1	1	-1	-8	-3	-9	0	2
Cc1ccc(C)c(NC(=O)Cn2nc([N+](=O)[O-])c(Br)c2C)c1	-10	12	-0.2	1	-4	-1	-5	1	3	-1
COc1ccc(NC2CCCN(C(=O)CCc3scnc3C)C2)cc1 (stereo not given)	-5	6	-0.6	-3	-6	-2	1	-5	-2	-3
Cc1cccc(Cl)c1NC(=O)NCCCN1CCCCC1C (stereo not given)	2	7	0.1	-1	-8	-1	-2	-1	1	-5
CCCCCCNC(=O)c1cc(-c2ccco2)nc2ccccc12	0	6	20*	-5	2	-343	-4	-411	6	5
N#CC(=C=[N-])c1nc2ccccc2nc1-[n+]1cccc(NC(=O)c2ccc(F)cc2)c1	12	0	-0.2	-1	-7	-3	-5	-10	-3	4
CCCNS(=O)(=O)c1cccc(C(=O)NNC(=O)c2cc(C)oc2C)c1	-10	-5	0.2	-4	-11	-3	-4	-9	-1	5
Cc1ccc(-c2ccc(=O)n(CCC(=O)NCc3ccccn3)n2)cc1	-5	-5	0.2	-2	3	-5	10	-7	0	8
Cc1c(OCC(=O)NCCCN2CCOCC2)ccc2c(-c3ccccc3)cc(=O)oc12	-6	5	0.0	-5	-5	-17	-2	-27	-1	-10
COc1ccccc1C(=O)NCC(=O)N/N=C(\C)Cc1ccccc1	-6	2	0.5	0	-10	-3	-3	-7	0	0
Cc1ccc(NC(=O)CN2C(=O)S/C(=C/c3ccncc3)C2=O)cc1	2	-1	-0.3	-3	7	-1	1	-8	0	7
COCCNC(=O)C1(C)CCN(Cc2csc(-c3ccc(Cl)cc3)n2)C1 (stereo not given)	2	-4	-0.2	7	-12	-2	5	1	0	3
COc1cc(C2NC(=O)NC(C)=C2C(=O)Nc2cccc(C)c2C)cc(OC)c1OC (stereo not given)	-12	-1	0.1	-1	-4	-1	11	0	0	2
CCC(C)n1c(SCc2ccc([N+](=O)[O-])cc2)nc2ccsc2c1=O (stereo not given)	5	-2	0.5	10	-10	1	-5	4	-3	-3
COC(=O)CC1=NN(c2ccccc2)C(=O)C1	0	-14	0.8	-2	-4	-16	8	-30	-3	-6
COc1ccc(CN[C@@H]2CC[C@@]34CCCN3C(=O)CCC[C@H]4C2)cc1	nt	8	nt	7	nt	5	4	4	4	-6
O=C(CSc1nnc(Cc2cccs2)n1-c1ccccc1)NC1CCCCC1	13	-3	-0.1	3	-3	-1	1	2	1	-1
COc1cccc(NC(=O)CSc2nncn2N)c1	15	11	0.9	1	-1	8	-2	8	4	-4
CN(C)S(=O)(=O)Nc1cccc(NC(=O)CC23CC4CC(CC(C4)C2)C3)c1	-4	-16	0.7	3	0	2	0	-4	-3	6
Fc1ccc(C2CC(c3cccs3)=NN2C(=S)Nc2ccccc2)cc1 (stereo not given)	-6	6	-3.4	-2	4	-9	-4	-12	2	-2
Cc1ccc(NC(=O)COC(=O)C2=NN(c3ccccc3)C(=O)CC2)c(Br)c1	-7	-7	-0.2	-5	3	4	8	-5	2	-6
CCOC(=O)Cn1c(N)c(C(=O)OC)sc1=S	5	4	-0.8	0	-1	4	-7	1	7	-5
CN(C)CCCN(C(=O)c1ccco1)c1nc2ccc(Br)cc2s1	-2	-15	-0.3	-1	-18	0	8	-6	-4	1
O=C1CCC(NC(=O)Cc2ccccc2)C(=O)N1 (stereo not given)	-4	5	-0.4	2	3	2	3	3	1	-5
COc1cc(S(=O)(=O)NCCOC23CC4CC(CC(C4)C2)C3)c(OC)cc1Cl	6	-2	0.3	3	-1	1	-1	4	-1	6
NC(=O)CSc1nc2ccc([N+](=O)[O-])cc2[nH]1	4	2	-0.4	2	-3	3	3	0	0	-6
COc1ccc(CCNCC(O)COc2cccc(Br)c2)cc1OC (stereo not given)	5	6	-0.1	-3	-5	1	2	-4	2	0
Cc1ccc(C(=O)OCC(=O)NNC(=O)COc2ccc(Cl)cc2)c(O)c1	9	-12	0.9	-7	5	-5	2	2	1	5
COc1ccc(/C=C2/SC(=O)N(CCNC(=O)C3COc4ccccc4O3)C2=O)cc1 (stereo not given)	5	11	0.0	-5	3	-1	11	-3	4	0
COc1ccc(CN(C(=O)c2ccccc2OC)C2CCS(=O)(=O)C2)cc1 (stereo not given)	-1	6	-0.2	7	7	4	0	2	2	-4
Cc1nn(Cc2ccccc2)c(C)c1/C=N/NC(=O)c1ccncc1	16	15	-0.7	0	5	-2	-5	-8	1	8
CN(Cc1ccccc1F)c1nc(-c2cccs2)nc2ccccc12	-10	-11	-3.7	0	0	-31	0	-34	1	-5
O=C(OCC(=O)N1CCOCC1)c1cccc(F)c1	-1	6	0.2	-2	3	1	-1	2	2	-3
COc1cc(CNn2nnnc2N)ccc1OCc1c(Cl)cccc1Cl	-11	-15	-0.6	1	6	-2	1	1	0	2
COc1ccc(N2CCN(C(=O)c3cn(C4CCCC4)c(=O)c4c3c3ccccc3n4C)CC2)cc1	7	1	0.6	-2	2	0	-9	-2	-4	-1
